Screening data: PubChem BioAssay, National Center for Advancing Translational Sciences (NCATS)
GALK inh = qHTS Assay for Inhibitors of Human Galactokinase (GALK); Potency, µM (highest dose often 57.5 µM), inactives show top-dose activity change, negative = inhibition, actives largely listed as inhibitors; Purified GALK, Kinase-Glo residual ATP luminescence; P51570; AID 1868, 2009; hit rate 0.007% among 270,000; further: potency means the concentration at half of the fitted maximal effect; on the % scale 0 is the no-effect control and ±100 the full control effect
Target sequence (P51570 whole entry, looked up): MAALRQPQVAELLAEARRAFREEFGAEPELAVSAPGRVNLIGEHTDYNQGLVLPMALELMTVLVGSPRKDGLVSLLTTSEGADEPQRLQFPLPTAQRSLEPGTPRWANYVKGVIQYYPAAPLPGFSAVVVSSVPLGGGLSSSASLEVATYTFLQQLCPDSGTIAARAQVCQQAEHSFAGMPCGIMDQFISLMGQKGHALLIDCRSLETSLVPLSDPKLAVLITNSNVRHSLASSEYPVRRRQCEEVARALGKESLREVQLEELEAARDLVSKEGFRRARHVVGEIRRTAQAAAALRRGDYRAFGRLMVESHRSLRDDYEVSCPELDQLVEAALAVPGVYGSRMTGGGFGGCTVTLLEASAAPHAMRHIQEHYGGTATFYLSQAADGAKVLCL
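The enzyme phosphorylates galactose (100 uM) using ATP (35 uM); inhibition is detected as higher residual ATP, quantified by bioluminescence after 1 h reaction at room temperature, pH 8.0.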
TCR act = Activators of T cell receptors: qHTS campaign; primary human leukocytes, anti-CD3, IL-2 HTRF, 48 h; Potency, µM (top dose mostly 9.22 µM), for inactives: top-dose activation of IL-2 secretion, hits mostly activators; 330,000 tested, under 10 active; AID 504894, 2011; further: % of control where 0% means no effect
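Readout: HTRF IL-2, Eu-cryptate/d2 antibody pair, 320nm excitation, 665nm emission. Stimulus: a-CD3 beads, no co-stimulation. Cells: primary human leukocytes. Exposure: 48 hr with compound.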
Giardia killer = Small Molecules that selectively kill Giardia lamblia: qHTS; AID 540267, 2011; Giardia lamblia trophozoite viability; activity change, % at 7.66 µM, hits read low; hit rate 0.15% among 340,000; in the data active means activity change below about -80%; inconclusive means between about -30% and that limit;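 further: parasites exposed to compound for two days anaerobically before the ATP read; on the % scale 0 is the no-effect control and ±100 the full control effect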
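Viability, read as ATP luminescence: trophozoites at 100 cells/well, compound added, 48 hrs anaerobic at 37 deg C, then 15-30 min room-temperature development before reading.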
Tb PFK inh = qHTS Assay to Find Inhibitors of T. brucei phosphofructokinase. ATP-dependent 6-phosphofructokinase (Trypanosoma brucei brucei), O15648. T. brucei PFK, ADP-Glo luminescence. Potency, µM (highest dose often 57.5 µM), for inactives: top-dose activity, negative = inhibition, usual class: inhibitors. hit rate 0.17% among 330,000;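 further: potency means the concentration at half of the fitted maximal effect; 0% = uninhibited 1x PFK enzyme wells and -100% = no-enzyme wells; nearly all actives have a fitted effect of over 60% in size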
Target sequence (O15648 whole entry, looked up): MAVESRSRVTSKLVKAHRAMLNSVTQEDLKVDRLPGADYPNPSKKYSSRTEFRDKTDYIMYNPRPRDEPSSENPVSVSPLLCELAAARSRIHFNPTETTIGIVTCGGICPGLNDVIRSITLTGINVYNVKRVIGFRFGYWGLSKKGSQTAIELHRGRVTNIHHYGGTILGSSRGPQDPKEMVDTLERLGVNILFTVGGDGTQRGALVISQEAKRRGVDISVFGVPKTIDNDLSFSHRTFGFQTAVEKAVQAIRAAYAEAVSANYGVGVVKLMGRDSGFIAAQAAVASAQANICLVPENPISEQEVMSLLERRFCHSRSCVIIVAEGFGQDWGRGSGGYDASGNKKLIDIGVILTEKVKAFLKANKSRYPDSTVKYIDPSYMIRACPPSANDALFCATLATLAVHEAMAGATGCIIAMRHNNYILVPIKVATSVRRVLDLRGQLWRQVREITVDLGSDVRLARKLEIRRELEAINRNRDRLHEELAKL
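In TEA buffer at pH 8.0 with 5 mM MgCl2, enzyme (1.25 nM) converted F6P (0.5 mM) and ATP (0.1 mM) for 45 min at room temperature. ADP product was read by luciferase luminescence.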
hERG WT inh = qHTS for Inhibitors of KCHN2 3.1: Wildtype qHTS; U2OS, BacMam KCNH2, thallium flux FluxOr; hits give low values; hit rate 0.37% among 340,000; activity change, % at 1.84 µM; Voltage-gated inwardly rectifying potassium channel KCNH2 (Homo sapiens), Q12809; AID 720551, 2013;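 active means maximum activity change below -70%; inconclusive means maximum activity change between -70% and -50%; inactive means maximum activity change above -50%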; further: on the % scale 0 is the no-effect control and ±100 the full control effect
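U2OS cells were transduced with wild-type KCNH2 virus (2.03 x 10^8 / mL) for 4 h at room temperature, then cultured overnight at 37 C. Thallium flux was read with FluxOr dye. Rate constants were normalized to DMSO controls.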
MLL CXXC-DNA inh = qHTS Fluorescence Polarization Assay for Inhibitors of MLL CXXC domain - DNA interaction | Histone-lysine N-methyltransferase 2A (Homo sapiens), Q03164 | MLL-CXXC / FITC-HOXA9 DNA fluorescence polarization | Potency, µM (doses to about 115 µM), without a hit: at the highest dose activity change, negative = inhibition, most hits filed as inhibitors | hit rate 0.037% among 290,000 | AID 2662, 2010; active means well fitted inhibition curve with a large enough effect in the polarisation, with a control signal flat, not every such curve was filed as active; inconclusive means small, poorly fitted or top-dose-only effect, or effect the other way, or a change in a side signal; inactive means no such curve, though single readings can be large or run the other way; the % refers to the polarisation; further: potency means the concentration at half of the fitted maximal effect
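Purified MLL-CXXC (added from a 7 uM solution) was preincubated 5 min at ambient with pinned compounds in 50 mM Tris-HCl pH 7.5, 50 mM NaCl, 1 mM DTT, 0.05% BSA. Fluorescein-labeled HOX-A9 DNA (50 nM solution) followed, 30 min, then polarization read.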
TSHR antagonist = Antagonists of the Thyroid Stimulating Hormone Receptor: HTS campaign. Thyrotropin receptor (Homo sapiens), P16473. TSHR-expressing cells, TSH-stimulated cAMP HTRF, 2 h; hits give low values. activity change, negative = inhibition, % at 11.5 µM. hit rate 0.2% among 330,000. AID 504810, 2011;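 active means activity change below a set negative limit, meaning inhibition stronger than a set level, cut at about -70% in these data; inconclusive means activity change between two set negative limits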; further: on the % scale 0 is the no-effect control and ±100 the full control effect
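Antagonism was scored as loss of TSH-driven cAMP in TSHR cells, stimulated with 4nM TSH (EC80) for 2 hours at 37 deg C and detected by homogeneous HTRF competition immunoassay.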
BCR signal inh = qHTS Assay to Find Inhibitors of Chronic Active B-Cell Receptor Signaling; ABC-DLBCL IkBa-CBG/CBR reporter, luminescence ratio, 4 h; Potency, µM (series often up to 46.1 µM), without a hit: top-dose ratio change, negative = lower green/red ratio, most hits filed as inhibitors; hit rate 0.05% among 340,000; active means well fitted inhibition curve with a large enough effect in the signal ratio, with a control signal flat, not every such curve was filed as active; inconclusive means small, poorly fitted or top-dose-only effect, or effect the other way, or a change in a side signal; the % refers to the signal ratio;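 further: potency means the concentration at half of the fitted maximal effect; plate controls were basal doxycycline-induced cells for no effect and cells given 10 µM MG132 for full effect; MG132 reads +100%, hits lower the ratio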
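TMD8 human ABC-DLBCL cells with doxycycline-inducible IκBα–green luciferase fusion and unfused red luciferase, in 0.5% FBS medium; compounds up to 46 uM, 4 h at 37C. Green/red luminescence ratio, filter-overlap corrected, fitted to concentration-response curves.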
A-T KAP1 phos = qHTS Assay for Identifying a Potential Treatment of Ataxia-Telangiectasia | […] A-T fibroblasts, KAP-1 phosphorylation AlphaLISA; neocarzinostatin DNA damage 30 min before lysis | Potency, µM (top dose mostly 57.5 µM), for inactives: at the highest dose activation, hits mostly activators | hit rate 0.19% among 320,000 | AID 485349, 2010; further: potency means the concentration at half of the fitted maximal effect; % of control where 0% means no effect; nearly all actives have a fitted effect of over 45% in size
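hTERT-immortalized A-T patient fibroblasts ([…]), 500 cells/well in OPTI-MEM, 1% FBS, got compounds for 60 min, then NCS for 30 min at 37C. Lysates were then assayed for phospho-KAP-1 by AlphaLISA (anti-pKAP1 donor, anti-KAP1 acceptor beads), 6 hr at 25C.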
Coupling enz = qHTS Assay for Inhibitors of Fructose-1,6-bisphosphate Aldolase from Giardia Lamblia: Coupling assay counterscreen; coupling enzyme system counterscreen, AmpLite Red fluorescence; activity change, negative = inhibition, % at 58.2 µM, hits read low; hit rate 0.67% among 290,000; AID 2472, 2010; in the data active means activity change below about -30%; further: on the % scale 0 is the no-effect control and ±100 the full control effect
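Fluorescence at 525 nm excitation and 598 nm emission measured inhibition of the coupled detection system without aldolase. Compounds (at 57.5 uM final) were preincubated 10 min at room temperature with coupling enzyme reagent before a 20 min substrate/AmpLite Red step.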
* hit, by the source's call; i = inactive; ? = inconclusive; . = no result given; [ ] = remark or other dose. Unless noted, the call rests on the fitted dose curve; in most records, active means well fitted curve in the direction sought with a large enough effect; inconclusive means small, poorly fitted or top-dose-only effect, or another doubt; inactive means no such curve, though single readings can be large; an effect the other way counts as inactive or inconclusive.

Start of the listing, in advance:
SMILES	GALK inh	TCR act	Giardia killer	Tb PFK inh	hERG WT inh	MLL CXXC-DNA inh	TSHR antagonist	BCR signal inh	A-T KAP1 phos	Coupling enz
CCc1ccc(NC2=NC(C(=O)c3ccccc3)CC(=O)N2)cc1 (stereo not drawn)	1%	3%	2	-7%	-4	0%	-3	?	0%	8
COc1ccccc1OCc1ccc(C(=O)NCCN(C)C)o1	4%	0%	7	-3%	-8	3%	29	0%	7%	1

The list itself, from the first entry:
SMILES	GALK inh	TCR act	Giardia killer	Tb PFK inh	hERG WT inh	MLL CXXC-DNA inh	TSHR antagonist	BCR signal inh	A-T KAP1 phos	Coupling enz
CCc1ccc(NC2=NC(C(=O)c3ccccc3)CC(=O)N2)cc1 (stereo not drawn)	1%	3%	2	-7%	-4	0%	-3	?	0%	8
COc1ccccc1OCc1ccc(C(=O)NCCN(C)C)o1	4%	0%	7	-3%	-8	3%	29	0%	7%	1
CCCCNCc1cc(OCC)c(OCC)cc1Br	-1%	-6%	-4	-3%	-3	-6%	-7	0%	2%	-6
CN(c1ccccc1C(=O)Nc1cccc(Cl)c1Cl)S(C)(=O)=O	2%	5%	-11	7%	-5	17%	-11	5%	-1%	0
COc1ccccc1N(CC(=O)N1CCCC1)S(=O)(=O)c1cc([N+](=O)[O-])ccc1Cl	.	1%	-26	-4%	20	.	17	-6%	-7%	.
CC(=O)N1Cc2ccccc2CC1C(=O)O (stereo not drawn)	-3%	5%	0	0%	-9	10%	-4	?	-1%	7
CC(C)Oc1ccc(C2CC(=O)N(Nc3ccc([N+](=O)[O-])cc3[N+](=O)[O-])C2=O)cc1 (stereo not drawn)	6%	0%	-5	0%	-8	-5%	2	?	-4%	2
O=C(CNC(=O)c1ccccc1F)N/N=C\C=C\c1ccccc1	0%	-1%	1	-1%	-8	2%	3	4%	-4%	.
Cc1ccc(S(=O)(=O)N2CCN(S(C)(=O)=O)C2)cc1	-2%	4%	?	-1%	-8	0%	-3	-3%	-5%	-1
O=C1CCCN1CCCNc1ncccc1[N+](=O)[O-]	0%	5%	-18	3%	2	0%	15	-10%	3%	0
O=C(Cc1ccccc1)NCC(=O)N/N=C/c1ccc(C(=O)O)cc1	5%	-51%	6	-6%	2	11%	12	-1%	18%	.
COc1cc(C(Nc2ccc(S(=O)(=O)NCC3CCCO3)cc2)C(=O)NC(C)(C)C)cc(OC)c1OC (stereo not drawn)	3%	-3%	2	1%	-7	-18%	3	-5%	-6%	1
Cc1nc(N)sc1C(=O)N/N=C/c1ccc([N+](=O)[O-])cc1	.	13%	-6	-2%	11	1%	-2	?	0%	1
COC(=O)c1ccc(OCCN2C3=NCCN3c3ccccc32)cc1	0%	2%	10	-1%	28	13%	46	?	1%	5
O=C(O)c1ccc(Cl)c(NC(=S)NC(=O)c2ccccc2[N+](=O)[O-])c1	-1%	5%	21	-4%	1	?	10	0%	-7%	10
CCc1ccc(C(=O)NNC(=S)Nc2ccc(S(N)(=O)=O)cc2)s1	6%	2%	27	-3%	-4	6%	4	?	0%	2
COCCCNC(=S)Nc1ccc2nc3n(c(=O)c2c1)CCCCC3	0%	-2%	6	2%	-2	2%	-6	5%	-2%	0
CCOc1ncccc1C(=O)NNC(=O)CSc1ccc(Cl)cc1	.	-12%	5	-3%	1	.	.	8%	4%	.
CCc1ccccc1NC(=O)Cn1nc(C(F)(F)F)c2c1CCC2	0%	0%[46.1 µM]	-1	-1%	0	-7%	-6	6%	-1%	2
COC(=O)c1ccc(NC(=O)CN2C(=O)CNC2=O)cc1	-2%	0%	10	2%	4	-3%	6	5%	-1%	5
CN(C)c1ccc(/C=N/NC(=O)CCC(=O)NCc2ccccc2)cc1	2%	0%[46.1 µM]	-5	2%	-2	1%	-1	-5%	-4%	6
O=C(Cc1ccc(Br)cc1)Nc1cccc(-c2cn3c(n2)SCC3)c1	-3%	.	8	-22%	-6	-3%	-17	-2%	-3%	2
Cc1cccc(S(=O)(=O)NNC(=O)c2sc(C)nc2C)c1	0%	-7%[46.1 µM]	13	-1%	10	4%	4	5%	-9%	3
COc1ccc(Cl)cc1NC(=O)CN(C)C(=O)CCCc1c[nH]c2ccccc12	2%	8%	10	0%	-8	-7%	-3	?	3%	.
C(=N/Nc1cc(N2CCOCC2)nc(N2CCOCC2)n1)/c1ccccc1	-2%	-2%[46.1 µM]	-11	1%	i	-3%	-14	?	3%	-5
COc1ccc(NC(=O)[C@H](C)NC(=O)C2CCN(S(=O)(=O)c3ccc(C)cc3)CC2)cc1OC	7%	3%	0	-2%	-8	2%	11	-5%	-1%	2
CN(Cc1ccccc1)C(=O)COC(=O)c1cc(Cl)nc(Cl)c1	16%	3%	1	-5%	-2	6%	5	2%	-8%	1
COc1cc2c(c(OC)c1OC)C(c1ccccc1C)CC(=O)O2 (stereo not drawn)	.	-3%[46.1 µM]	-9	-1%	8	.	15	2%	-13%	1
CC1CCN(S(=O)(=O)c2ccc(C(=O)N3CCOCC3)cc2)CC1	5%	3%	7	2%	-27	?	2	6%	-5%	2
Cc1nc([N+](=O)[O-])c(Br)n1CC(=O)c1ccc2ccccc2c1	-1%	-5%	-3	-3%	26	16%	-3	?	-10%	2
O=C1c2cccc3cccc(c23)C(=O)N1CCN1CCN(C(=S)Nc2ccc(Cl)cc2)CC1	-1%	3%[46.1 µM]	-5	-7%	-3	11%	8	10%	-3%	-4
Oc1ccc2ccccc2c1C=NC1CCCCC1	0%	-3%	-4	-15%	16	-7%	1	-28%	3%	-24
CC(C)(C)NC(=O)NC(=O)COC(=O)CCCc1c[nH]c2ccccc12	-3%	-1%	6	-8%	4	10%	11	-13%	0%	-13
COc1ccc(NC(=O)c2cc3sccc3n2Cc2ccc(F)cc2)cc1OC	-4%	-39%	1	6%	-249*	17%	-26	-8%	4%	-4
CC12CCC(=O)N1C(C(=O)Nc1ccccc1N1CCOCC1)CS2 (stereo not drawn)	2%	.	-1	-4%	-11	4%	7	-1%	1%	4
CCc1cccc(NC(=O)c2ccc(NS(=O)(=O)c3c(C)noc3C)cc2)c1	-2%	4%	-2	3%	-7	8%	1	5%	-1%	5
C#CCOCCOCCOCCNc1nc(N2CCN(C(=O)[C@H](CCCCN)n3cc(CN)nn3)CC2)nc(N2CCN(C(=O)[C@H](CCCCN)n3cc([C@@H](N)[C@H](C)CC)nn3)CC2)n1	.	-3%	?	0%	-9	.	3	-2%	3%	.
CNC(=O)c1ccc(-c2ccc(Cl)c(Cl)c2)s1	5%	-5%	?	-2%	i	40%[activator]	3	-4%	5%	2
CC(C)Sc1nc(-c2ccccc2)cc(=O)[nH]1	-2%	-2%	-8	-5%	-12	-6%	-6	4%	-5%	-1
CCN1CCN(C(=O)c2ccccc2NC(=O)c2ccc(Cl)cc2)CC1	0%	0%	-27	1%	60	-1%	-4	4%	8%	.
O=C(Nc1cc(Cl)c(Cl)cc1Cl)c1cccnc1	-2%	1%	0	-1%	-1	10%	11	?	0%	0
CCOC(=O)CCS(=O)(=O)c1nc(-c2ccccc2)cc(C(F)(F)F)n1	1%	-3%	-5	-5%	31	?	?	?	1%	2
Cc1cc(C)cc(C(=O)NCC(=O)OCc2cc([N+](=O)[O-])cc3c2OCOC3)c1	-1%	-1%[46.1 µM]	-23	0%	i	3%	27	-10%	3%	-2
S=c1nc(Cc2ccc(Cl)cc2)[nH]c2ccccc12	-1%	9%	10	-1%	-150*	-2%	5	-18%	-3%	-1
O=c1oc2ccccc2c(O)c1C=Nc1cccnc1	-2%	1%	-21	3%	-14	9%	-19	?	1%	4
CCc1nnc(N2C(=N)SCC2=O)s1	0%	.	6	0%	-3	1%	21	?	0%	-6
Cc1cc(NC(=O)CCC(=O)N(CCC(C)C)CC(=O)NCC2CCCO2)no1 (stereo not drawn)	3%	-25%	30	-4%	-20	4%	3	1%	6%	2
COC(=O)c1cc2sccc2n1Cc1ccc(C)cc1	-2%	.	-6	1%	-9	13%	-6	?	5%	4
CCOc1ccc2c(c1)c(N=Nc1cccc(C(=O)O)c1)c(O)n2C	0%	-4%	4	-4%	7	15%	1	?	-6%	14
Cc1ccc(NC(=O)Nc2c(C)n(C)n(-c3ccccc3)c2=O)cc1	-4%	4%	-5	2%	1	-25%	-2	1%	0%	0
